Screening results deposited in PubChem by National Center for Advancing Translational Sciences (NCATS).
Rab9 prom act: Rab9 promoter activation. Huh7 Rab9 promoter-luciferase reporter, luminescence, 24 h. Potency, µM (top dose mostly 9.22 µM), inactives show at the highest dose activation, negative = inhibition, actives largely listed as activators. hit rate 2.8% among 320,000. AID 485297; also: potency is read from the fitted curve at half-maximal effect; % of control where 0% means no effect; nearly all actives have a fitted effect of over 60% in size
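Quantitative HTS format; Huh7 Rab9-luciferase reporter cells (1500/well) receive compound 2 h post-plating, incubate 24 h at 37 °C, then get luciferase reagent for 10 min before luminescence reading.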
p53 reactivator: restores transcriptional activity of mutant p53; H1299 p53-A138V BP100-luciferase reporter, luminescence, 24 h; Potency, µM (series often up to 92.2 µM), inactives show at the highest dose activity change, positive = activation, most hits filed as activators; AID 504706; hit rate 0.063% among 320,000; also: potency is read from the fitted curve at half-maximal effect; % of control where 0% means no effect; nearly all actives have a fitted effect of over 45% in size
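H1299 (p53-null), stable ts p53-A138V + BP100-Luc; 1000 cells/well, Opti-MEM/10% FBS; cpd 4 pt, 1:5; 24 h, 37 deg C, 5% CO2; detection reagent 10 min RT; luminescence.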
ELG1 genotoxic: inducers of genotoxicity in HEK293T ELG1-luciferase cells; AID 504466; hit rate 1.3% among 330,000; HEK293T ELG1-luciferase reporter, luminescence, 16 h; Potency, µM (highest dose often 46 µM), without a hit: top-dose activity change, positive = activation, hits mostly activators; also: potency is read from the fitted curve at half-maximal effect; % of control where 0% means no effect; nearly all actives have a fitted effect of over 60% in size
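Cells (2,000/well) expressing the ELG1-luciferase fusion are dosed by pin tool and kept 16 hr at 37 °C, 5% CO2. Signal comes from ONE-Glo luciferase reagent after 30 min at room temperature.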
TRPV1 ag: human TRPV1 agonism. Q8NER1. TRPV1-expressing cells, Fluo-8 calcium influx, agonist mode. activation, % at 8.33 µM. hit rate 0.19% among 320,000. AID 540275; in the data active = activation above about 80%; inconclusive = between about 30% and that limit; also: 0% is about no effect
Target sequence (Q8NER1 whole entry, looked up): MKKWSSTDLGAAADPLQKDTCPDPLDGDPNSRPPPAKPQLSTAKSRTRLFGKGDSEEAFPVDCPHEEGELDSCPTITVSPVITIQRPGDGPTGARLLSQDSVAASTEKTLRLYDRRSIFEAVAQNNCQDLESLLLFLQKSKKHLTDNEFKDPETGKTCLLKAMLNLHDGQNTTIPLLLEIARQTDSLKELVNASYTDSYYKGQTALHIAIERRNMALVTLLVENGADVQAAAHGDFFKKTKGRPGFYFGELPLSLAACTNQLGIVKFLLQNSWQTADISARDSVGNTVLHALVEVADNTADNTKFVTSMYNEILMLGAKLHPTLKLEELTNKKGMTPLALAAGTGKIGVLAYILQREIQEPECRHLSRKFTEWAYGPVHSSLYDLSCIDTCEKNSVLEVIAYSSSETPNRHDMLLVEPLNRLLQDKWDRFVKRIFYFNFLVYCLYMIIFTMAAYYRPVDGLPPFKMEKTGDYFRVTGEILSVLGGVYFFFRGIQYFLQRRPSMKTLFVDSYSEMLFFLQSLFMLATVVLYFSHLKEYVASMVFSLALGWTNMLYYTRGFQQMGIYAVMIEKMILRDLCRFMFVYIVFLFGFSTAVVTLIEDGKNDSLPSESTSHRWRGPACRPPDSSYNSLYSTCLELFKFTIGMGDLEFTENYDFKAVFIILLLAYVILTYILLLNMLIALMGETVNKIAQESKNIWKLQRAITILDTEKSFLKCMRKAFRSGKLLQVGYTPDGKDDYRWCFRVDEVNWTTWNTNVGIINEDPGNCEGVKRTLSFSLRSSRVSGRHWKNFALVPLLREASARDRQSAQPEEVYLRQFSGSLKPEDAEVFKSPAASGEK
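Fluo-8 calcium influx in TRPV1-expressing cells, kinetic read (ex 480/em 520 nm). Compound added and read 3 min for agonist activity, followed by capsaicin at EC20 final and 2 min further read for enhancement.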
ELG1 repair inh: blocks ELG1-dependent DNA repair in HEK293T cells; hit rate 2.3% among 330,000; HEK293T ELG1-luciferase reporter, luminescence, 16 h; DNA damage induced by 5-fluorouridine; Potency, µM (highest dose often 46.1 µM), without a hit: at the top dose activity change, negative = inhibition, most hits filed as inhibitors; also: potency is read from the fitted curve at half-maximal effect; % is scaled to controls: 0 for no effect and ±100 for the full control effect; nearly all actives have a fitted effect of over 55% in size
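Luminescence from the luciferase reporter, measured 30 min after ONE-Glo reagent at room temperature, was the read-out. Beforehand, 2,000 cells per well were exposed for 16 hr at 37 °C to 5-fluorouridine together with compound or vehicle.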
Tb PFK block: inhibitors of T. brucei phosphofructokinase. T. brucei PFK, ADP-Glo luminescence. Potency, µM (titrated, usually from 57.5 µM), for inactives: at the top dose activity, negative = inhibition, usual class: inhibitors. hit rate 0.17% among 330,000;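 also: potency is read from the fitted curve at half-maximal effect; 0% = uninhibited 1x PFK enzyme wells and -100% = no-enzyme wells; nearly all actives have a fitted effect of over 60% in size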
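Compounds were pin-transferred as a titration series up to 57 uM into substrate buffer (0.5 mM F6P, 0.1 mM ATP, pH 8.0), then 1.25 nM PFK was added and reactions ran 45 min before ADP-Glo detection.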
NPC1 promoter act: NPC1 promoter activation | Huh7 NPC1 promoter luciferase reporter, 24 h | Potency, µM (series often up to 9.22 µM), for the others: at the highest dose activation, hits mostly activators | hit rate 2.4% among 320,000 | AID 485313;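 also: potency is read from the fitted curve at half-maximal effect; % of control where 0% means no effect; nearly all actives have a fitted effect of over 60% in size; reporter is driven by a mutant NPC1 promoter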
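NPC1 promoter–luciferase Huh7 cells; 24 h compound; luminescence.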
FLuc modulator: firefly luciferase modulation, counter-screen for miR-21 project; P08659; purified FLuc, Km substrates, luminescence inhibition; Potency, µM (top dose mostly 57.5 µM), inactives show top-dose activity change, negative = inhibition, actives largely listed as inhibitors; hit rate 6.9% among 360,000; AID 588342;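 also: potency is read from the fitted curve at half-maximal effect; plate controls were vehicle for no effect and reference inhibitor for full effect; nearly all actives have a fitted effect of over 55% in size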
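Purified P. pyralis luciferase, 10 nM final, with Km-level 10 uM D-luciferin and 10 uM ATP in 50 mM Tris acetate pH 7.5, 10 mM Mg acetate, 0.01% Tween-20, 0.05% BSA; 6-point qHTS titration about 60 µM downward; luminescence read.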
RORgamma inh: ROR gamma (mouse) transcription inhibition. Drosophila S2 Gal4-RORgamma UAS-luciferase reporter, 20 h. P51450. hit rate 5.4% among 310,000. Potency, µM (top dose mostly 53.6 µM), for inactives: at the highest dose activity change, negative = inhibition, hits mostly inhibitors; also: potency is read from the fitted curve at half-maximal effect; % is scaled to controls: 0 for no effect and ±100 for the full control effect; nearly all actives have a fitted effect of over 60% in size
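ROR gamma transcriptional activity was tracked as Gal4-UAS luciferase output in stably transfected Drosophila Schneider cells, with compound added 1 hr before 700 uM copper sulfate induction and a 20 hr ambient-temperature incubation.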
BRCA1 expr act: BRCA1 expression activation; MCF7-BRCA1-FFLuc reporter, luminescence, 48 h; response scale: scaled: vehicle 0%, 10 µM genistein 100%; hit rate 1.1% among 380,000; Potency, µM (titrated, usually from 46.1 µM), for inactives: at the top dose activation, usual class: activators; also: potency is read from the fitted curve at half-maximal effect; nearly all actives have a fitted effect of over 80% in size; some results filed as inactive show a strong effect at the top dose
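Luminescence from a BRCA1-driven firefly luciferase in MCF7 cells was read after 48 h compound exposure at 37 C. Data normalized against DMSO and a 10microM genistein activation control, then curve-fitted across the titration.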
Gal4-VP16 FLuc: counter-screen for ROR gamma inhibitors: Gal4-VP16 reporter | Drosophila S2 Gal4-VP16 UAS-luciferase, luminescence, 20 h | AID 2546 | hit rate 3.5% among 310,000 | Potency, µM (titrated, usually from 53.6 µM), inactives show top-dose activity, negative = inhibition, most hits filed as inhibitors;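 also: Gal4-VP16 expression switched on by copper sulfate through the metallothionein promoter; potency is read from the fitted curve at half-maximal effect; % is scaled to controls: 0 for no effect and ±100 for the full control effect; nearly all actives have a fitted effect of over 50% in size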
* hit, by the source's call; ? = inconclusive; · = not tested or not shown; & = joins results of further samples; [ ] = remark or other dose. Unless noted, calls follow the shape of the dose curve; as a rule, active = well fitted curve in the direction sought with a large enough effect; inconclusive = small, poorly fitted or top-dose-only effect, or another doubt; inactive = no such curve, though single readings can be large; an effect the other way counts as inactive or inconclusive.

Molecule	Rab9 prom act	p53 reactivator	ELG1 genotoxic	TRPV1 ag	ELG1 repair inh	Tb PFK block	NPC1 promoter act	FLuc modulator	RORgamma inh	BRCA1 expr act	Gal4-VP16 FLuc
CCCCN(Cc1ccco1)S(=O)(=O)c1c[nH]c(C(=O)OC)c1	-1%	-4%	0%	28	7%	-4%	-5%	5%	24%	-15%	6%
CN(C)S(=O)(=O)c1cc(NC(=O)CNCCN2CCOCC2)ccc1Cl	1%	-1%	-4%	0	4%	-10%	3%	2%	-5%	-3%	3%
CCOC(=O)c1c(C)[nH]c(NC(=O)NNC(=O)c2ccc(OC)cc2)c1C	4%	12%	-2%	2	20%	0%	0%	-3%	·	1%	·
CN(CC(=O)Nc1ccc(N2CCOCC2)cc1)C(=O)COc1ccccc1F	-2%	-3%	1%	4	12%	2%	-3%	-18%	22%	-1%	0%
O=C(COC(=O)c1cc(=O)[nH]c2ccccc12)NCc1ccccc1	·	2%	0%	·	6%	0%	·	·	·	0%	·
CCOCCCNC(=O)c1ccc(OC)cc1	29%	?	?	-1	?	1%	14%	3%[2.3 µM]	13%	0%	16%
Cc1cc(NC(=O)c2ccccc2C)ccc1NC(=O)c1ccccc1Cl	16%	-1%	-5%	2	-19%	-1%	14%	?	16%	-7%	-8%
CCOC(=O)C1(CCOC)CCN(Cc2ccncc2)CC1	6%	-3%	-1%	-1	10%	-4%	-2%	1%	-16%	1%	-12%
O=C(c1ccc([N+](=O)[O-])cc1)N1CCN(C(=O)c2cccs2)CC1	-1%	-4%	0%	-2	14%	0%	-1%	0%	-12%	6%	9%
COc1ccccc1/C=C/C(=O)NCC(=O)N/N=C(/C)c1ccc(Cl)cc1	-3%	-16%	-4%	-1	-21%	-2%	-10%	?	-10%	-26%	-10%
O=C(NCc1nc2ccccc2[nH]1)C1=C[C@@H](c2ccc(Br)cc2)C[C@@H](OCc2ccc(CO)cc2)O1	1%	6%	-17%	26	0%	1%	-4%	-1%	-31%	-52%	9%
O=C(NCc1ccc2c(c1)OCO2)c1cccc2c1C(=O)N(C1CCCCC1)C2	0%	-5%	1%	28	6%	0%	-4%	1%	-21%	-11%	3%
CCC(=O)Nc1ccc(C(=O)CSc2nnc(-c3cccnc3)o2)cc1	14%	3%	2%	-1	0%	1%	2%	5%	12%	-27%	12%
CC1CCCN(Cc2nc3c(c(=O)n(C)c(=O)n3C)n2CCCc2ccccc2)C1 (centres undefined)	-14%	-9%	-21%	5	?	-4%	-3%	-1%	-13%	-31%	4%
O=C(Nc1ccc(C(=O)O)cc1)/C(=C\c1ccc([N+](=O)[O-])cc1)NC(=O)c1ccc(Br)cc1	1%	-2%	-2%	-2	-6%	27%	-1%	-11%	7%	-7%	-11%
CCOC(=O)C1CCN(C(=O)c2cccc(S(=O)(=O)N(C)C3CCCCC3)c2)CC1	-1%	2%	0%	28	?	0%	0%	0%	·	0%	·
Cc1cc([N+](=O)[O-])cc2c1NC(c1ccccn1)C1CC=CC21 (centres undefined)	1%	-4%	-4%	2	3%	12%	-11%	-3%	-3%	-6%	3%
COC(=O)c1cc(C(=O)OC)cc(N2C(=O)CN=C2Nc2nc(C)cc(C)n2)c1	-1%	-2%	-1%	-3	-8%	-1%	-3%	0%	?	3%	2%
COc1ccc(/C=C/C(=O)NCCCc2ccccc2)cc1OC	-6%	-4%	0%	22	0%	-4%	-2%	-2%	21%	-18%	2%
CCOC(=O)C1=C2c3cc(OC)c(OC)cc3CC(C)(C)N2C(=O)C1=O	-5%	1%	5%	4	?	0%	0%	-1%	8%	0%	-2%
NC(=O)Cn1nc2sc3ccccc3n2c(=O)c1=O	2%	1%	-3%	-2	-3%	2%	2%	-2%	-24%	·	4%
c1ccc(-c2ncc(-c3ccn[nH]3)s2)cc1	0.56µM*	?	?	3	?	-2%	1.4µM*	3.4µM*	-30%	?	-15%
O=C(Cn1nc(C(=O)O)c2ccccc2c1=O)Nc1ccc2c(c1)OCO2	0%	0%	0%	0	13%	0%	-1%	-1%	16%	0%	-5%
Cc1ccc(SC(C)C(=O)NC2CC2)cc1 (centres undefined)	16%	-5%	4%	1	8%	1%	-3%	3%	1%	5%	2%
Cc1ccccc1-n1nc(C)c(N=O)c1N	-1%	5%	2%	1	-6%	-2%	0%	-2%	-22%	1%	-10%
COC(=O)CSc1nnc(CSc2nc(C)cc(C)n2)o1	3%	-3%	0%	0	0%	11%	-4%	4%	-2%	-14%	1%
O=C(CCc1ccccc1)N1CCN(c2ccc(F)cc2)CC1	-8%	10%	-5%	19	-13%	10%	-2%	-2%	7%	-5%	-6%
O=C(NCCc1c[nH]c2ccccc12)/C(=C\c1cccnc1)NC(=O)c1ccccc1F	-5%	-3%	-13%	2	?	5%	1%	7%	-2%	-3%	4%
CCn1nc(NC(=O)c2ccccn2)c2cc3cccc(C)c3nc21	-9%	24%	0%	?	-15%	0%	-3%	7%	3.2µM*	-34%	4µM*
C=CCn1c(O)c(N=NC(=S)Nc2cccc(OC)c2)c2ccccc21	-8%	11%	-1%	0	16%	6%	-4%	0%	0.79µM*	-63%	2.5µM*
C=CCNc1nc(SC)nc2ccsc12	1%	-4%	0%	-6	10%	0%	1%	0%	-22%	14%	4%[0.365 µM]
COc1cccc(N2CCN(C(=O)c3[nH]c(C)c(C(C)=O)c3C)CC2)c1	-9%	-10%	-1%	1	-15%	1%	-22%	2%	-37%	-70%	12%
COc1ccc(OC)c(C2=C/C(=C/c3ccccn3)C(=O)O2)c1	0%	1%	14%	?	9%	-14%	-1%	4%	-20%	2%	-11%[10 µM]
CC(C)c1ccc(CN(C(=O)c2cccs2)C2CCS(=O)(=O)C2)cc1 (centres undefined)	2%	·	2%	0	8%	1%	-8%	0%	23%	-2%	-17%
Cc1ccc2cc(CN(CCN(C)C)C(=S)Nc3ccccc3)c(=O)[nH]c2c1C	-10%	-2%	-5%	5	9.2µM*	-6%	-6%	0%	-8%	-9%	-12%
COc1ccccc1N(CC(=O)NCCSCc1cccc(Cl)c1)S(C)(=O)=O	-16%	-2%	-9%	21	1%	25%	-5%	1%&1%	12%	11%&0%	5%
COC(=O)CCC(=O)COc1ccc(OC)cc1C#N	2.5µM*	?	?	-2	?	2%	?	?	?	65%	2%
COC(=O)[C@@H]1C[C@@]2(O)[C@H](O)[C@H](O)[C@H](O)C[C@H]2N1C/C=C/c1ccccc1	-2%	2%	1%	1	?	-3%	-3%	1%	7%&1%	6%	2%&2%
CSCCC(NC(=O)c1ccco1)C(=O)N(C)CC(=O)Nc1c(Cl)cccc1Cl (centres undefined)	-5%	0%	-4%	-2	-2%	2%	0%	3%	·	-1%	·
CC(=O)c1ccc(NC(=O)C2CCCN(C(=O)c3ccc(Cl)cc3)C2)cc1 (centres undefined)	17%	2%	0%	?	1%	-4%	1%	-11%	22%	36%	8%
CS(=O)(=O)c1cccc(-c2nnc(NC(=O)c3ccc4ncsc4c3)o2)c1	-1%	1%	2%	-1	14%	-8%	4%	-19%	·	-2%	·
CCSc1nnc(NC(=O)CSc2nccn2-c2cccc(C)c2C)s1	11%	2%	-6%	7	?	-1%	0%	-5%	10µM*	16%	?
Cc1ccc(-c2nnc(N3CCN(C(=O)c4cccs4)CC3)c3ccccc23)cc1	-2%	-1%	-8%	-3	-25%	-2%	2%	-3%	9%	-6%	-11%
COc1ccccc1C(=O)NC(CCSC)C(=O)NCC(c1ccco1)N(C)C (centres undefined)	-7%	2%	-3%	-1	5%	-1%	0%	5%	-6%	3%	5%
O=C(C[C@H]1C/C=C\C[C@@H](Cc2ccc(F)cc2)C(=O)O[C@H](c2ccccc2)CNC1=O)NCCO	·	1%	2%	·	-5%	2%	·	·	·	-5%	·
N#Cc1ccc(-c2csc(NC(=O)c3ccc(S(=O)(=O)N4CCc5ccccc5C4)cc3)n2)cc1	-15%	6%	9%	-3	-6%	-1%	-8%	5%	-23%	-36%	-30%
N#CCSc1nnc(Nc2ccccc2)s1	-4%	8%	1%	7	0%	-5%	-3%	-13%	15%	3%	-2%
